Source: PubChem
PG9 binder – binds the HIV-1 gp120 antibody PG9 | inhibition, % at 6.7 µM | AID 624416 | TR-FRET gp120-PG9 antibody binding | 0.43% of 360,000 active; in the data active means inhibition above about 8.5%
hgDAF12 agonist – hgDAF-12 agonism, primary luciferase screen. 1.8% of 370,000 active. AID 687014. HEK293 GAL4-hgDAF12 UAS-luciferase reporter, agonist luminescence; normalized to butyrate control. activation, % at 6.8 µM;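 active means activation above a cutoff set at the mean of all screened compounds plus 3 SD, cut at about 10% in these data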;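 further: 0% = DMSO wells and 100% = sodium butyrate wells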
FXN GAA850 act – activators of GAA850 frataxin (FXN) promoter. AID 540364. 0.56% of 360,000 active. activation, % at 6 µM. HEK293 lucGAA850 FXN promoter luciferase reporter, 24 h; percent of 10 µM SAHA response;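 active means activation above the average of all compounds screened plus 3 SD, cutoff fixed separately per campaign, cut at about 7.5% in these data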;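 further: 0% = DMSO wells and 100% = 10 µM SAHA wells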
ssDAF-12 act – activates DAF-12 receptor from parasite S. stercoralis | activation, % at 6.8 µM | HEK293 ssDAF-12/GRIP1 lit1-tk-luc reporter, luminescence; % of 3 µM dafachronic acid response | 1% of 370,000 active;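 active means activation above the mean over all tested compounds plus 3 SD, cut at about 0.9% in these data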;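 further: 0% = DMSO-only wells and 100% = 3 µM delta7-dafachronic acid wells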
hcDAF12 agonist – activates DAF-12 receptor from parasite H. contortus. activation, % at 6.8 µM. 1.4% of 370,000 active. HEK293 hcDAF-12 lit1-tk-luc reporter, luminescence; 0% DMSO, 100% Δ7-dafachronic acid. AID 652067;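 active means activation above the mean of all tested compounds plus 3 SD, cut at about 5.5% in these data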;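 further: 100% = response to 3 µM Δ7-dafachronic acid high control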
ADAM10 inh – inhibits human ADAM10. recombinant ADAM10, EDANS/DABCYL FRET peptide cleavage, 3 h. inhibition, % at 7 µM. 0.62% of 370,000 active. AID 720582;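 active means inhibition above a per-campaign cutoff equal to the mean of compounds falling between control-based bounds plus 3 SD, cut at about 20% in these data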;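 further: 0% = DMSO wells while the 100% control is not disclosed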
DAX1 inh-1 – inhibits human nuclear receptor DAX1. P51843. inhibition, % at 6.75 µM. HEK293 Gal4-DAX1 luciferase reporter, luminescence. 0.99% of 340,000 active. AID 504766;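 active means inhibition above the mean over all tested compounds plus 3 SD, cut at about 4.2% in these data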;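 further: 0% = DAX1-transfected cells with DMSO and 100% = empty-vector control cells with DMSO; inhibition shows as a rise in luminescence from relieved DAX1 repression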
Target sequence (P51843 207-470 limits assumed): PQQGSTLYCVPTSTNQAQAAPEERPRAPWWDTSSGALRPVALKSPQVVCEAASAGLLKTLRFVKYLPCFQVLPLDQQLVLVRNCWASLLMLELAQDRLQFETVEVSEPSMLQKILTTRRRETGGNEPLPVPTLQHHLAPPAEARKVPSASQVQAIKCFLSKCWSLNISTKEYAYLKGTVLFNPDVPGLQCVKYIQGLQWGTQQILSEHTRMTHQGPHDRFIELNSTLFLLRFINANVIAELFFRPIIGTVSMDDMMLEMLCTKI
DAX1 inh-2 – inhibitors of DAX1 repression of SF-1 activated StAR promoter | HEK293T StAR-luciferase reporter, SF-1/DAX-1 repression relief | inhibition, % at 6.8 µM | 1.1% of 370,000 active | AID 652010;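 active means inhibition above the mean over all tested compounds plus 3 SD, cut at about 3.6% in these data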;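 further: 0% = DAX-1 cells with DMSO and 100% = cells lacking DAX-1 with DMSO; higher inhibition means more luminescence from relief of DAX-1 repression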
GC-A act – GC-A (human) enzyme activation; activation, % at 10 µM; HEK293 GC-A cells, cGMP TR-FRET, EC30 ANP; 0% at EC30 ANP, 100% saturating ANP; 0.14% of 370,000 active; P16066; in the data active means activation above about 40%
SMARCA2 activ – increases SMARCA2 function in MMTV reporter cells. MG213 cells, MMTV-luciferase reporter, dexamethasone, overnight. activation, % at 9.1 µM. 1% of 370,000 active. AID 652017; in the data active means activation above about 7.8%;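 further: 0% = vehicle wells and 100% = reference activator wells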
ADAM17 inh – inhibits human ADAM17 | AID 720648 | inhibition, % at 6.95 µM | 0.83% of 370,000 active | recombinant ADAM17, EDANS/DABCYL FRET peptide cleavage | P78536;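 active means inhibition above the mean of compounds lying between control limits plus 3 SD, set per campaign, cut at about 8.5% in these data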;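 further: 0% = DMSO-only wells as the low control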
Target sequence (P78536 215-824 limits assumed): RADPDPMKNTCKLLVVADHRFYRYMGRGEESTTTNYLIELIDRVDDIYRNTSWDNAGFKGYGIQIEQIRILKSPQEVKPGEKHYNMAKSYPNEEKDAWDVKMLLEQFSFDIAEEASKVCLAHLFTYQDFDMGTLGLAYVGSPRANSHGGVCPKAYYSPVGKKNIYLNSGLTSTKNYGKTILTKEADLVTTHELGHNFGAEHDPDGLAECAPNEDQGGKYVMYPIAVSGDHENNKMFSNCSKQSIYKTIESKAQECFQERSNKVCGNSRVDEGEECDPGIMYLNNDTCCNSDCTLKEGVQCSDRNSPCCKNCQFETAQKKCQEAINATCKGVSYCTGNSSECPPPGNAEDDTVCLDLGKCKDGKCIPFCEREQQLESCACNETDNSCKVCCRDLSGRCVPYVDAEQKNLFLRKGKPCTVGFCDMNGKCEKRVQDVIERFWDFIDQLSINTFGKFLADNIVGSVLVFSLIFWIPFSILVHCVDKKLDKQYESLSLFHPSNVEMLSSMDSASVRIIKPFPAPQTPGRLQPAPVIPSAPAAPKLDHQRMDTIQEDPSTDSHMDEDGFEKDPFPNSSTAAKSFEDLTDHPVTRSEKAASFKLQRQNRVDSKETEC
The depositor's hits bear a star; i = inactive; x = no result given.

SMILES | PG9 binder | hgDAF12 agonist | FXN GAA850 act | ssDAF-12 act | hcDAF12 agonist | ADAM10 inh | DAX1 inh-1 | DAX1 inh-2 | GC-A act | SMARCA2 activ | ADAM17 inh
COc1cccc(-c2cccc(NC(=O)C3CCN(Cc4ccc(CO)o4)CC3)c2)c1 | -2.5 | 0.8 | -2.0 | 0.0 | 2.9 | 7.0 | 1.5 | 2.7 | 3.0 | -2.2 | -2.6
Cc1cc(=O)oc2cc(OC(C)C(=O)NCc3ccccn3)ccc12 (centres undefined) | -0.3 | -0.3 | -0.5 | -1.0 | 1.2 | -87.0 | -0.1 | -1.3 | -4.0 | -2.0 | -25.9
CSCC[C@H](N)C(=O)N1CCC(C(=O)N[C@@H](C)C(=O)NCc2ccc(F)cc2)CC1 | -1.5 | 0.6 | -1.4 | -1.5 | 0.7 | -3.9 | 2.8 | 0.3 | 3.4 | 0.4 | 1.4
Cc1ccc(NC(=O)CN(C)C(=O)c2cccc(Br)c2)cc1 | -1.3 | 2.1 | 0.7 | -0.5 | 1.0 | 6.0 | -0.2 | -0.6 | -1.0 | -2.5 | -4.8
COc1cc(OC)c2c(-c3ccccc3)cc(=O)oc2c1C(CC(=O)N1CCN(c2ccccc2)CC1)c1ccc(N(C)C)cc1 (centres undefined) | -3.1 | -1.1 | -1.7 | -1.1 | -2.3 | 10.9 | 3.0 | -0.3 | -1.8 | -0.2 | 1.0
Cc1ccccc1C(=O)c1ccccc1C(=O)c1ccccc1 | 4.7 | -3.7 | -0.4 | -1.1 | -1.2 | -0.2 | -1.1 | -1.4 | -2.3 | -1.9 | -2.6
O=C(Cn1cnc2sc(-c3ccccc3)cc2c1=O)NCCc1ccccc1 | 9.1* | -0.9 | 1.4 | -0.8 | -0.8 | 4.5 | 1.5 | -0.7 | -0.2 | -2.3 | -3.5
CCn1c(=S)sc2c(=O)n(CC(=O)Nc3ccc(OC)cc3)c(C)nc21 | -0.3 | 2.4 | -0.5 | -1.1 | -0.2 | 2.5 | 1.1 | -0.7 | 3.4 | -2.8 | 0.8
O=C(Nc1ccccc1)N1CCc2scc[n+]2-c2ccccc21 | 0.0 | 2.4 | 0.3 | -1.2 | 1.8 | 2.1 | -1.1 | -0.2 | -2.2 | -2.5 | 2.6
CCOc1ccc(NC(=O)CCCn2c(=S)[nH]c3ccsc3c2=O)cc1 | 1.7 | 2.1 | -1.0 | -1.7 | -0.9 | 8.1 | -0.1 | 0.0 | 0.6 | 1.0 | -4.6
CC(=O)c1cccc(NC(=S)N2c3ccccc3CC2C)c1 (centres undefined) | -0.3 | 4.6 | -0.3 | -1.1 | -0.4 | -10.1 | 2.8 | -0.5 | 2.2 | -2.8 | -3.9
O=S(=O)(c1cccc(NC(=S)N2CCN(c3ccc(F)cc3)CC2)c1)C(F)F | -0.5 | 0.8 | 0.9 | -2.2 | -2.0 | 7.9 | -1.6 | -1.3 | -0.4 | -2.7 | 2.1
O=C(COc1ccc2ccccc2c1)Nc1ccccc1C(=O)O | 0.9 | -0.2 | -0.6 | -0.9 | 2.0 | -2.9 | 0.0 | 2.5 | -2.0 | -1.2 | -4.9
COc1cc(C(=O)Nc2ccc(C)cc2)c(-n2cnnn2)cc1OC | -0.7 | -1.5 | -0.2 | -1.5 | -0.4 | -0.4 | 1.0 | 0.1 | 1.1 | -0.8 | 4.0
COc1cccc(CNC(=O)CCS(=O)(=O)c2cccs2)c1 | -0.3 | 1.6 | -1.4 | -1.2 | -2.4 | -0.1 | -0.2 | 0.1 | 1.0 | -2.5 | -5.3
Cc1cc(C)c(S(=O)(=O)NCc2ccccn2)cc1C | 0.1 | -2.2 | -1.0 | -1.6 | 0.2 | -6.2 | -0.5 | -0.1 | 2.7 | -2.9 | -1.9
O=C(CN1CCN(S(=O)(=O)c2ccc(Cl)cc2)CC1)Nc1ccc2c(c1)CCC2 | -2.0 | -3.7 | 0.6 | -1.0 | -3.2 | 8.0 | -0.3 | -1.1 | -0.6 | -2.7 | 6.5
O=C(Cc1coc2ccc3ccccc3c12)NCc1ccccc1 | -1.3 | -3.3 | 3.2 | -2.1 | -1.2 | 3.8 | 0.1 | 0.0 | -1.2 | -0.6 | -0.7
COc1ccc(CCn2c(=N)c(S(=O)(=O)c3ccccc3)cc3c(=O)n4ccccc4nc32)cc1 | -0.6 | -3.7 | 1.9 | -1.2 | -1.9 | -18.9 | 1.6 | -0.4 | -1.2 | -1.1 | -10.6
CC(=O)NCCc1nc2cc(NC(=O)COc3cccc(C)c3)ccc2n1C | 1.0 | 2.5 | 0.3 | -1.0 | -1.2 | -5.9 | -1.0 | 0.9 | 2.4 | 2.4 | 0.6
CCOC(=O)c1ccc(NC(=O)CN2CCN(c3ccccc3)CC2)cc1 | -2.4 | 0.5 | 0.6 | -1.0 | 0.2 | 4.6 | -0.6 | -1.4 | -0.6 | 0.0 | -3.6
COc1ccc2c(c1)c1c(n2C)[C@@H]2CC=C(CO)[C@@H](C1)N2C | 0.7 | 0.2 | -1.7 | -0.5 | 0.7 | -1.2 | 0.1 | 0.2 | 0.5 | 1.2 | -3.2
C=CCn1c(SCC(=O)Nc2cccnc2Cl)nnc1-c1ccccc1F | -3.3 | -3.5 | 1.5 | -1.3 | -0.8 | 0.2 | -1.4 | -0.7 | 4.1 | -1.1 | 0.5
CCOC(=O)N1CCN(CC(=O)c2ccc3c(c2)CCN3C(C)=O)CC1 | 0.6 | 0.0 | 2.4 | -0.9 | 1.3 | -39.4 | 0.9 | 0.7 | 1.4 | -1.2 | -6.6
CCOc1ccccc1N1CCN(c2nc3ccccc3nc2C(C#N)C(=O)OC(C)C)CC1 (centres undefined) | -0.2 | 1.2 | 1.6 | -1.5 | -0.7 | -13.0 | 0.8 | 0.1 | -0.1 | -0.9 | -6.0

Carrying on.
SMILES | PG9 binder | hgDAF12 agonist | FXN GAA850 act | ssDAF-12 act | hcDAF12 agonist | ADAM10 inh | DAX1 inh-1 | DAX1 inh-2 | GC-A act | SMARCA2 activ | ADAM17 inh
CCOCCCNC(=O)C(Cc1ccccc1)NS(=O)(=O)c1ccc2c(c1)c(=O)n(C)c(=O)n2C (centres undefined) | -0.9 | -2.6 | -2.3 | -1.3 | -0.7 | -11.0 | 0.5 | -0.3 | 4.2 | 1.6 | -2.5
C[C@@H]1CC=C[C@H]2[C@H]1C(=O)N(Cc1ccccc1)[C@H]2c1ccc(/C=C/c2ccccc2)cc1F | 0.0 | 1.0 | -0.1 | -1.4 | 0.1 | -10.3 | -1.1 | 0.2 | -2.8 | 0.4 | -1.1
CCOC(=O)CCCC(=O)N1CCOCCOCCN(C(=O)CCCC(=O)OCC)CCOCCOCC1 | -0.6 | 0.3 | 0.0 | -0.7 | -0.2 | 4.3 | 1.5 | -0.8 | 1.8 | -2.0 | -0.4
COc1cc(C(=O)OCC(C)=O)cc(NC(=O)c2ccco2)c1OC | -0.8 | 1.5 | 2.6 | -1.0 | -0.7 | -5.0 | 1.9 | -1.9 | 4.2 | -2.4 | -4.1
CCCC(=O)NCCCc1nc2ccccc2n1C | -0.7 | 0.2 | -0.1 | -0.7 | 2.0 | -1.6 | -0.3 | 0.8 | 1.2 | 1.7 | 0.6
CC(C)(C)NC(=O)c1cccc2c1C(=O)c1ccccc1-2 | -2.3 | 3.9 | 3.0 | -2.0 | -0.5 | -8.7 | -0.8 | 0.0 | -1.2 | -3.3 | -2.4
O=[N+]([O-])c1cccc(S(=O)(=O)Nc2nc3ccccc3nc2Nc2cccc(S(=O)(=O)N3CCCCC3)c2)c1 | -2.1 | 1.9 | 0.7 | 0.0 | 0.2 | -1.4 | 3.4 | 0.1 | -3.7 | -1.2 | -0.1
COc1ccc(OC)c(CN2C(=O)c3ccccc3C2c2nnnn2C2CCCC2)c1 (centres undefined) | 0.8 | -0.7 | x | -1.5 | -0.3 | 1.7 | x | -0.5 | -4.3 | 5.2 | 1.9
O=S(=O)(NCc1ccccc1)c1ccc(S(=O)(=O)N2CCCC2)cc1 | 0.3 | -1.2 | -1.2 | -1.3 | -0.8 | 4.6 | 0.8 | -0.1 | -3.1 | 1.2 | -1.9
COc1cc(Cn2c3ccc(NC(=O)CC(C)(C)C)cc3c(=O)n2C)ccc1F | 0.2 | -1.5 | -0.9 | -1.3 | -1.5 | i | x | -1.4 | 2.1 | 0.6 | -404.0
OC(CN1CCNCC1)Cn1c2ccccc2c2ccccc21 (centres undefined) | -1.6 | 0.4 | -1.0 | -0.6 | -1.8 | -16.0 | 0.4 | -0.2 | -9.0 | -3.5 | -1.7
O=C(COC(=O)c1cc(F)cc(F)c1)Nc1cccnc1Cl | -0.7 | 1.4 | -0.9 | -1.7 | -0.9 | 1.4 | -0.8 | 0.5 | 0.4 | 4.2 | -1.8
NCCC1CCCC(CCN)N1 (centres undefined) | 0.2 | 0.4 | 0.3 | -1.5 | 0.0 | -5.4 | 2.0 | 0.3 | 2.7 | 3.0 | -6.3
COc1ccc(NC(C)=O)cc1S(=O)(=O)NC(Cc1ccccc1)C(=O)O (centres undefined) | 0.2 | -1.6 | 2.5 | -0.6 | -0.7 | 0.1 | 4.2 | 0.2 | 2.1 | 0.1 | -3.7
Cc1cccc(NC(=S)NC(=O)Cc2ccccc2)c1C | -0.1 | 2.7 | 2.0 | -1.4 | -2.1 | 0.8 | 1.2 | 0.2 | 3.5 | 1.2 | -0.9
O=C(CO/N=C/c1cccc([N+](=O)[O-])c1)Nc1ccc2ccccc2c1 | -1.4 | 1.2 | 2.6 | 0.0 | 0.3 | 12.8 | -0.2 | 0.3 | -0.2 | 0.4 | 6.0
CCSc1ccccc1C(=O)Nc1ccc(S(=O)(=O)NC(C)=O)cc1 | 0.5 | 2.1 | -0.7 | -1.1 | 0.5 | -9.5 | 0.9 | 0.8 | -0.6 | -3.7 | -5.0
CCN1C[C@@H]2[C@@H]3C(=O)N(C)C(=O)[C@@H]3[C@](C)(C(=O)OC)N2C1=NC | 0.9 | -0.7 | -0.3 | -1.2 | 2.5 | -5.0 | 0.6 | -0.6 | 3.2 | 1.9 | -0.3
Cn1nc(C(F)(F)F)c(C#N)c1N1CCN(c2cccc(C(F)(F)F)c2)CC1 | -1.1 | -0.9 | -1.4 | -1.0 | -1.4 | -7.2 | -1.3 | 1.3 | 4.6 | 0.1 | -3.2
N#Cc1c(N)nc2c(c1-c1ccco1)CCCCC2 | -3.1 | -2.7 | 4.3 | -0.8 | -2.0 | -162.8 | -0.4 | -0.2 | 2.0 | 1.0 | -51.8
Cc1ccc(/C(N)=N/OC(=O)N2c3ccccc3Sc3ccccc32)cc1 | -6.3 | 2.8 | 3.4 | -0.7 | -0.9 | -1.1 | -0.1 | -0.5 | -2.4 | -0.7 | -2.5
Cc1ccc(C(=O)NCCc2ccncc2)cc1 | 0.3 | 6.7 | 2.6 | -1.3 | 0.2 | -5.3 | 1.8 | 0.3 | -2.3 | 0.6 | -4.6
CCOC(=O)c1nn(-c2ccc(Cl)cc2)c2nc(-c3ccc(C)cc3)c(C#N)c(=O)n12 | 0.1 | 0.3 | 2.4 | -1.5 | -1.4 | -67.3 | -0.3 | -0.6 | -0.8 | -1.6 | -30.0
COc1ccc(C2=CC(c3ccc(F)cc3)n3nnnc3N2)cc1 (centres undefined) | -0.2 | 2.0 | 1.0 | -1.0 | 0.4 | -160.5 | 1.0 | -0.4 | 1.1 | -2.0 | -59.1
